ERp5 block: inhibitors of ERp5-driven insulin aggregation, primary screen, biochemical, turbidity, absorbance 650 nm, single point; Protein disulfide-isomerase A6 (Homo sapiens), Q15084; 90 min; inhibition, % at 9.99 µM; actives 0.05% (n = 350,000);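 active = mean replicate inhibition above about 25%, with every replicate also reaching it, limit read from the data, passing the limit was not always enough; inconclusive = only one of those two criteria met; inactive = neither criterion met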
Target sequence (Q15084 whole entry, looked up): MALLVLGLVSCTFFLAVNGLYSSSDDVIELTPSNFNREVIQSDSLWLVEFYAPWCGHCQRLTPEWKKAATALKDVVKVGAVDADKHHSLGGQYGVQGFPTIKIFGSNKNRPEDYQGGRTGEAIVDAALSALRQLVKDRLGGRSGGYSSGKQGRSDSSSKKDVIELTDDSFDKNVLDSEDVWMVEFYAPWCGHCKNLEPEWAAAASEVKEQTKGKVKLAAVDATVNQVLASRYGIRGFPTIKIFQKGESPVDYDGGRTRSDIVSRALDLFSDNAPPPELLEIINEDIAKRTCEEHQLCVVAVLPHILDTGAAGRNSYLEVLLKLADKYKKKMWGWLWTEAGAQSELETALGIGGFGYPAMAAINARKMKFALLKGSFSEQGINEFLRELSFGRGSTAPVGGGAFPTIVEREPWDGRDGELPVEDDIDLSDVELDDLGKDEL
SIRT5 block: SIRT5 desuccinylase inhibitors, primary screen, biochemical, fluorescence imaging, single point, set 5. inhibition, % at 15 µM. AID 652115, 2013. NAD-dependent protein deacylase sirtuin-5, mitochondrial (Homo sapiens), Q9NXA8. Purified SirT5, succinyl-peptide AMC, trypsin-coupled fluorescence. actives 1.1% (n = 330,000); in the data active = inhibition above about 15%; inconclusive = no clear call, values can overlap the other calls
Target sequence (Q9NXA8 whole entry, looked up): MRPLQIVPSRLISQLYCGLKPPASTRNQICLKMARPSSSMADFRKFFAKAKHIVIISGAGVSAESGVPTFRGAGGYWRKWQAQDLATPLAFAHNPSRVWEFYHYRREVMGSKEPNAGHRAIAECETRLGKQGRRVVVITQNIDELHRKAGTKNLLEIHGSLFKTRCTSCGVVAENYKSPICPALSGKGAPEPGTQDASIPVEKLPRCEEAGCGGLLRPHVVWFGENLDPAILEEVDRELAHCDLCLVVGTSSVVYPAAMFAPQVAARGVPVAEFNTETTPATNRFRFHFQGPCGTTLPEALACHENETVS
CASP6 VEID inh: human caspase-6 inhibitors, primary screen, biochemical, VEID-R110 fluorescence, single point, set 2. actives 0.53% (n = 350,000). P55212. purified caspase-6, Z-VEID-R110 cleavage fluorescence. inhibition, % at 12.5 µM;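 active = mean inhibition across replicates at least about 35%, with every replicate also reaching that limit, limit read from the data; inconclusive = only one of the two criteria met; inactive = neither criterion met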;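 note: 0% = median of neutral control wells and 100% = no fluorescence left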
Target sequence (P55212 24-179 limits assumed): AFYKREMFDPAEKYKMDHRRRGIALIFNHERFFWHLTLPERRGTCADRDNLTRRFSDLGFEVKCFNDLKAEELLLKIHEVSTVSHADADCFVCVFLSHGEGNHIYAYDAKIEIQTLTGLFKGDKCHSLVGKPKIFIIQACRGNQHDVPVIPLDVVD
Target sequence (P55212 194-293 limits assumed): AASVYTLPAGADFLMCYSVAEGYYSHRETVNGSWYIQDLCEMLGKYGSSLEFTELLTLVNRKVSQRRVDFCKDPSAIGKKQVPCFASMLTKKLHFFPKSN
DENV2 CPE: inhibitors of DENV2 cytopathic effect, primary screen, cell-based, plate reader, single concentration; AID 651640, 2012; DENV2-infected cells, cytopathic effect rescue; CPE inhibition, % at 9.99 µM; actives 1.7% (n = 350,000); in the data active = CPE inhibition above about 20%, passing the limit was not always enough; inconclusive = no clear call, values can overlap the other calls; tested in BHK-21 cells;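 note: 0% = median of neutral control wells and 100% = median of positive control wells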
ERAP1 HTS inh: human ERAP1 aminopeptidase inhibitors, primary screen, biochemical, single point, plate reader; recombinant ERAP1, Leu-AMC fluorescence, 60 min; inhibition, % at 10.7 µM; actives 0.15% (n = 340,000); AID 652197, 2013;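 active = mean replicate inhibition of at least 30%, or all replicates individually reaching that 30% level; inactive = mean below 30% and not every replicate reaching it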;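 note: 0% = neutral control wells and 100% = L-leucinethiol positive control wells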
miR122 inh: miR-122 Renilla sensor signal increase in Huh7, primary screen, miR-122 inhibitor project, cell-based, single point, plate reader. activation (reporter increase), % at 12.5 µM. Huh7 miR-122 Renilla luciferase sensor, 48 h; neutral wells = 0, positive control = 100. actives 0.3% (n = 340,000);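 active = mean replicate activation score at least 90 and every replicate individually at or above 90; inconclusive = only one of the two criteria met; inactive = neither criterion met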;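 note: higher luciferase means less miR-122 activity so hits act as miR-122 inhibitors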
CFTR F508del cor: F508del CFTR correction, initial screen, CFBE line, single point | CFBE cells, YFP halide quenching; stimulated with forskolin plus potentiator P3; % fluorescence drop versus neutral controls | activity (quench increase), % at 7.58 µM | actives 0.36% (n = 350,000) | AID 720511, 2013;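 active = mean added fluorescence quench of at least 8% versus neutral control, with both replicates also reaching 8%; inconclusive = only one of the mean or replicate conditions met; inactive = mean below 8% and not both replicates reaching 8%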;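 note: cells transiently co-express mutant CFTR-F508del with the halide-sensitive YFP; corrector assay measuring rescue of mutant channel to the surface after 24 h compound exposure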
* = called active by the depositor; ? = inconclusive; nt = not tested or not shown; & = joins results of further samples; [ ] = another dose, or the depositor's remark.

Screens in order – ERp5 block	SIRT5 block	CASP6 VEID inh	DENV2 CPE	ERAP1 HTS inh	miR122 inh	CFTR F508del cor
CCCn1c(-c2cc(OC)c(OC)c(OC)c2)nc2c1c(=O)[nH]c(=O)n2Cc1ccccc1
 : -3	nt	-3	-1	3	1	-0.8
CCC(=O)N(C)C[C@H]1Oc2ncc(-c3ccc(C)cc3)cc2C(=O)N([C@H](C)CO)C[C@@H]1C
 : -7	4	-1	10	4	21[16.7 µM]	0.6
CC(C)C[C@@]12C(=O)N(c3ccc(Br)cc3)C(=O)N1[C@H](c1ccc(Br)cc1)[C@@H]1C(=O)N(C(C)(C)C)C(=O)[C@@H]12
 : 1	5	-2	6	-1	6	2.5
CCCCN1C(=S)NC[C@@H]1C(C)CC (stereo not given in full)
 : 3	nt	3	-6	2	-5	-2.2
COC(=O)c1ccc(COC(=O)c2nn(C)c(=O)c3ccccc23)cc1
 : 0	-1	5	-1	2	-18	-1.7
Cc1ccc(S(=O)(=O)NCC[C@@]2(C)C3CCC2(C)C(=O)C3)cc1 (stereo not given in full)
 : 7	-3	-2	-5	-4	12	2.6
O=C(NCc1ccco1)C1CCCN1C(=O)Nc1ccccc1[N+](=O)[O-] (stereo not given)
 : 3	0	nt	0	-5	-1	-0.9
CCCC(=O)Nc1ccc2c(c1)OC[C@H](C)N(C(=O)c1ccncc1)C[C@@H](C)[C@H](OC)CN(C)C2=O
 : -1	-2	0	-12	-4	0[16.7 µM]	1.0
CCNC(=S)Nc1cccc(S(=O)(=O)Nc2ccccc2OC)c1
 : 6	-2	-1	-4	nt	63	0.3
Cc1ccc(-c2ccc([C@H]3[C@@H](CO)N4C(=O)CN(C(=O)c5ccc(F)cc5)C[C@@H]34)cc2)cc1
 : -4	2	5	16	1	nt	-2.1
O=C(NCC1CCCO1)c1ccc(N2CCCCC2)nc1 (stereo not given)
 : 1	2	1	0	-7	1	0.0
COc1ccc2c(c1)c(CC(=O)OCC(=O)N(C)C)c(C)n2C(=O)c1ccc(Cl)cc1
 : 1	-7	2	-6	-7	12	0.0
Cc1ccc(S(=O)(=O)N(C)C[C@H]2Oc3c(NC(=O)Nc4cccc5ccccc45)cccc3C(=O)N([C@H](C)CO)C[C@H]2C)cc1
 : -2	3	-4	-14	0	nt	-0.3
COc1ccc(CCNC(=O)COC(=O)/C=C/c2ccc(OC)c(OC)c2)cc1
 : 0	-3	1	nt	6	nt	0.6
CCC[n+]1c(C)sc2c(OC)ccc(OC)c21
 : 3	0	0	-1	52*	-2	-3.1
C[C@@H]1CN([C@@H](C)CO)S(=O)(=O)c2ccc(Br)cc2O[C@H]1CN(C)C(=O)C1CCOCC1
 : -1&0	2&-3	3&-2	18&-1	-1&-2	3	4.8&-1.4
Cc1cccc(C(=O)Nc2ccc(C(=O)N/N=C/c3ccc(C)o3)cc2)c1
 : 1	-9	-2	-2	-2	5	-0.1
COc1cccc(-n2nnc3c(=O)n(CC(=O)NC4CCCC4)cnc32)c1
 : -8	1	7	11	0	-2	-0.1
CCCCN(C(=O)CN(C)CC(=O)Nc1cccc(OC)c1)c1c(N)n(CCCC)c(=O)[nH]c1=O
 : 1	0	-2	10	-4	nt	2.1
COc1ccc(-n2c(C)nc3c(cnn3-c3ccc(C)c(C)c3)c2=O)cc1
 : -3	0	-1	-9	2	-7	3.5
Cc1c(Cl)c(C(F)(F)F)nn1CC(=O)NCc1ccco1
 : 4	-5	3	nt	0	nt	1.3
O=C(NNS(=O)(=O)c1ccccc1F)c1ccccc1-n1cccc1
 : 6	-3	3	8	-2	0	2.5
CCOc1ccc(N(CC(=O)NC2CCC(C)CC2)S(=O)(=O)c2c(C)noc2C)cc1 (stereo not given)
 : 0	-4	0	5	3	-3	-0.8
Cc1ccc2oc(C(=O)N3CCC(N4CCSCC4)CC3)c(C)c2c1
 : -5	-1	-2	3	0	10	3.8
Cc1ccc(-c2ccc3c(c2)O[C@H](CN(C)Cc2ccccn2)[C@H](C)CN([C@H](C)CO)S3(=O)=O)cc1
 : 0	5	1	8	-2	-3[16.7 µM]	3.1
CNC(=O)c1nc(C)c(C2(C)CC(c3ccccc3)=NO2)s1 (stereo not given)
 : 2	nt	-2	-9	nt	3	1.0
O=C(C[C@@H]1CC[C@@H](NC(=O)CC2CC2)[C@@H](CO)O1)NCc1ccc(Cl)cc1
 : 1	-1	0	-3	5	nt	2.0
Cc1ccc(S(=O)(=O)NCC[C@@H]2CC[C@@H](NC(=O)C3CCOCC3)[C@H](CO)O2)cc1
 : 1	5	-3	-6	0	nt	-3.5
CCCCC[C@@H](/C=C/C1C(=O)C=C[C@H]1C/C=C\CCCC(=O)OC)OC(C)=O (stereo not given in full)
 : 2	3	18	25*	0	-6	-1.2
C[C@H]1CN([C@@H](C)CO)C(=O)Cc2cc(NS(C)(=O)=O)ccc2O[C@@H]1CN(C)S(C)(=O)=O
 : -3	0	3	3	2	3[16.7 µM]	-0.5
Cc1cccc(CN2CCc3c([nH]c4ccccc34)C2CC(C)C)n1 (stereo not given)
 : 2	-3	-1	-4	-6	-1	0.8
O=C(CCNC(=O)c1ccc([N+](=O)[O-])cc1)NCCc1ccccc1
 : 5	2	1	-3	1	-14	2.0
C#CCN(CC=C)C(=O)c1cccc(OC2CCN(S(C)(=O)=O)CC2)c1
 : 3	1	-1	?	-3	-1	2.2
CCCNC(=O)N1CC(=O)N2[C@H](CO)[C@@H](c3ccc(C#Cc4ccc(F)cc4)cc3)[C@H]2C1
 : 2	-2	0	1	1	nt	-0.6
Cc1ccc(NC(=O)CNCc2ccccc2Cl)cc1S(=O)(=O)N(C)C
 : 0	-2	-2	4	0	25	0.3
COc1ccc(-n2c(O)c(C=NCc3ccccn3)c3ccccc3c2=O)c(OC)c1
 : 3	3	6	-2	nt	-4	0.2
CN(CCc1ccccc1)C(=O)c1cccc(NC(=O)Cc2cccc([N+](=O)[O-])c2)c1
 : 0	-1	-2	9	15	0	-0.7
COc1ccc(S(=O)(=O)N(C)C[C@@H]2OCCCC[C@H](C)Oc3ccc(NS(=O)(=O)c4ccc(C)cc4)cc3C(=O)N([C@H](C)CO)C[C@@H]2C)cc1
 : 2	24*	1	14	-1	-1[16.7 µM]	1.3
Cc1nc(SCC(=O)NCC2CCCO2)c2c3c(sc2n1)CCCC3 (stereo not given)
 : 0	-2	2	16	-3	-1	0.0
CNC(=O)c1cc(C(=O)c2ccc(C(F)(F)F)cc2F)c[nH]1
 : 2	-4	-1	2	0	nt	0.6
Cc1ccc(CSc2nnc(SCC(=O)N/N=C/c3c(C)nn(-c4ccccc4)c3C)s2)cc1
 : 15	-4	-1	-1	13	-1	nt
Brc1cccc(/C=N/Nc2nn[nH]n2)c1
 : -7	5	2	7	-1	nt	-8.0
Cc1nn(C)c(C)c1CN(C)C(=O)c1nn2c(c1Br)NC(c1cccs1)CC2C(F)(F)F (stereo not given)
 : -3	-10	-1	-14	-3	18	-0.5
COc1ccc(-c2ccc([C@@H]3[C@@H](CO)N4C(=O)CN(C(=O)c5cccnc5)C[C@@H]34)cc2)cc1
 : -3	-5	1	3	2	nt	1.7
COC(=O)c1ccc(C(=O)N2CCCC(CNC(=O)c3ccccc3Cl)C2)cc1 (stereo not given)
 : -5	nt	0	5	2	nt	-1.7
CCOc1ccc(S(=O)(=O)NCCC(=O)NCCc2ccc(C(C)C)cc2)cc1
 : -4	-4	-2	-6	-1	nt	2.7
O=C(CC1SC(=O)N(c2ccccc2)C1=O)Nc1ccc(Cl)cc1 (stereo not given)
 : 2	0	2	2	5	nt	0.0
CO[C@@H]1CN(C)C(=O)c2cc(NC(=O)c3ccc(F)cc3)ccc2OC[C@H](C)N(C(=O)CN(C)C)C[C@H]1C
 : 2	-1	2	2	0	nt	1.4
Cc1cccc(C(=O)NCC(=O)Nc2ccc(S(=O)(=O)Nc3nc(C)cc(C)n3)cc2)c1
 : -6	-1	0	6	-7	nt	0.6
C[C@H]1CCCCO[C@@H](CN(C)C(=O)c2ccncc2)[C@@H](C)CN([C@@H](C)CO)C(=O)c2cc(NC(=O)c3ccccc3)ccc2O1
 : 4	10	-3	-2	3	-5[16.7 µM]	0.5

Following part.
Screens in order – ERp5 block	SIRT5 block	CASP6 VEID inh	DENV2 CPE	ERAP1 HTS inh	miR122 inh	CFTR F508del cor
Cc1ccc(NC(=O)CN(C)S(=O)(=O)c2cccc3cccnc23)cc1
 : ?	nt	1	-6	nt	0	2.1
C=CC[n+]1c(C)csc1Nc1ccc(C(=O)O)cc1
 : 1	-2	2	-5	4	nt	3.6
CN(C)C(=O)COC(=O)c1cccc(S(=O)(=O)N2CC3(C)CC2CC(C)(C)C3)c1 (stereo not given)
 : 0	0	0	-1	-3	3	1.1
COc1ccc(F)cc1C(=O)C1CCCN(Cc2ccc(Oc3ncccn3)cc2)C1 (stereo not given)
 : -2	-2	-2	-4	-2	nt	3.5
C[C@H]1CN([C@@H](C)CO)C(=O)c2cc(NS(=O)(=O)c3cccs3)ccc2O[C@H]1CN(C)C(=O)Nc1ccc(C(F)(F)F)cc1
 : nt	6	-1	8	0	22[16.7 µM]	1.5
COc1cc2c(c(OC)c1O)C(=O)CO2
 : -1	1	4	0	2	nt	-1.5
C/C(=N/NC(=O)c1cc2ccccc2cc1O)c1ccco1
 : 0	-2	-1	17	-5	nt	3.7
Cc1ccc(S(=O)(=O)N2CCC(C)CC2)cc1C(=O)NCCN1CCOCC1
 : -5	-2	5	-7	1	-13	-2.5
CC(C)(C)NC(=O)CN(Cc1ccc2c(c1)OCO2)C(=O)CNS(=O)(=O)c1ccc(F)cc1
 : -2	-6	nt	2	3	-2	-2.1
C[C@@H](NC(=O)C[C@@H]1CC[C@H]2[C@@H](COC[C@@H](O)CN2C(=O)Nc2cc(Cl)cc(Cl)c2)O1)c1ccccc1
 : -16	2	0	2	0	-2[16.7 µM]	-1.3
CC1CCN(C(=O)CN(c2ccccc2)S(=O)(=O)N(C)C)CC1
 : 23	-7	-5	nt	-1	-2	-2.6
O=C(NCCc1ccc(Cl)cc1)C1(c2ccccc2)CC1
 : -3	-1	0	-3	-3	nt	1.3
CCOC(=O)[C@]12CCCC=C1N(Cc1ccc3c(c1)OCO3)C(=O)[C@H](CC(=O)N1CCCC1)C2
 : -3	0	0	-8	-4	nt	-4.3
O=C(NC1CCCC1)N1CC(=O)N2[C@@H](CO)[C@H](c3ccc(-c4cccnc4)cc3)[C@@H]2C1
 : -6	0	-2	9	-3	nt	-1.3
C=CCn1c(SCC(=O)Nc2cccc(S(N)(=O)=O)c2)nnc1C1CCCCC1
 : 2	3	1	-1	1	-3	-3.1
O=C(c1cc2c(s1)-c1ccccc1S(=O)(=O)C2)N1CCN(Cc2ccccc2)CC1
 : 0	3	2	8	7	-4	2.0
C[C@@H](NC(=O)C[C@@H]1CC[C@@H](NC(=O)Cc2ccccn2)[C@@H](CO)O1)c1ccccc1
 : 11	3	-3	-5	1	-11[16.7 µM]	-1.6
CC(=O)Nc1ccccc1OCC(=O)N(Cc1ccccc1)C(C)C
 : -4	-4	2	1	-6	5	nt

An excerpt from above in order of the miR122 inh value, largest number first.
Compound	ERp5 block	SIRT5 block	CASP6 VEID inh	DENV2 CPE	ERAP1 HTS inh	miR122 inh	CFTR F508del cor
CC(=O)Nc1ccccc1OCC(=O)N(Cc1ccccc1)C(C)C	-4	-4	2	1	-6	5	nt
CC1CCN(C(=O)CN(c2ccccc2)S(=O)(=O)N(C)C)CC1	23	-7	-5	nt	-1	-2	-2.6
O=C(c1cc2c(s1)-c1ccccc1S(=O)(=O)C2)N1CCN(Cc2ccccc2)CC1	0	3	2	8	7	-4	2.0
